# AHR activator: AHR activators, primary screen, cell-based, luminescence, luciferase reporter, human; Aryl hydrocarbon receptor (Homo sapiens), P35869; AHR-responsive luciferase reporter cells; activation, % at 5 µM; hit rate 2.5% among 320,000; in the data active = activation above about 47%;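 also: 0% = vehicle wells and 100% = reference agonist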
# Target sequence (P35869 whole entry, looked up): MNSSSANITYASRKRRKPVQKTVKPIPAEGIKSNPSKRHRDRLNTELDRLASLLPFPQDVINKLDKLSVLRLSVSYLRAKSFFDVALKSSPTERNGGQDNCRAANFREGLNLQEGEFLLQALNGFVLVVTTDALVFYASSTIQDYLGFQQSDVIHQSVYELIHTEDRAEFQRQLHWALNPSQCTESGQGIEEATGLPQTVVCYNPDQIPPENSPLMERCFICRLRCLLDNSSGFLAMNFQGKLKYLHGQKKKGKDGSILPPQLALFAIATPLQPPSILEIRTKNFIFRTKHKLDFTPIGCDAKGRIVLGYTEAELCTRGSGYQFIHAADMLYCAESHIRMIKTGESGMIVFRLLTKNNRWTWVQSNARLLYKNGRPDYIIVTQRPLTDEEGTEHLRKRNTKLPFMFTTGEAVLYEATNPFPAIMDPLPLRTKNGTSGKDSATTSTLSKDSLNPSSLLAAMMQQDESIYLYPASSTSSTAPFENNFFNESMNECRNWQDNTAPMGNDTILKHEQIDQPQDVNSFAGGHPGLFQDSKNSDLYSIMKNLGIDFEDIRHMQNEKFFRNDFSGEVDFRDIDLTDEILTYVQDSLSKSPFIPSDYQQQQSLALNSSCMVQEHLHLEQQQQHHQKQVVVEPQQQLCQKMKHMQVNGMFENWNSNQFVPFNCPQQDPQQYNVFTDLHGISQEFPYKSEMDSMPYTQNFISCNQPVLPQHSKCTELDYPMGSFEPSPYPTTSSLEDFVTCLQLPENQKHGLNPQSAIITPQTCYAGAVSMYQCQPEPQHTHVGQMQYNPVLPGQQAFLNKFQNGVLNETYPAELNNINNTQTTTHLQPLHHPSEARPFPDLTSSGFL
# Yeast superoxide: reduction of superoxide in aged yeast, primary screen, HTS. S. cerevisiae aged cells, superoxide DHE fluorescence; active compounds read low. superoxide response (% of plate mean), % at 10 µM. hit rate 0.18% among 330,000. AID 2690, 2010;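 active = superoxide response under a set limit, about three screen SD below normal, cut at about 65% in these data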;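 also: yeast aged for seven days with compound at 30 °C before DHE staining; 100% = average MFI of all compound-treated wells on the plate with controls excluded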
# LAP4-GFP MLPCN: modulators of LAP4-GFP expression in yeast, primary screen, S. cerevisiae, multiplex flow cytometry, MLPCN library | GFP response vs DMSO, % at 10 µM | hit rate 0.34% among 320,000 | 3 h; median GFP as percent of DMSO wells | AID 2023, 2009;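 active = GFP response vs DMSO above a set limit, about the screen mean plus 3 SD, cut at about 150% in these data; inconclusive = under 70 cell events counted for the yeast strain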
# RPL19A-GFP yeast: RPL19A-GFP expression modulators in yeast, primary screen, cell-based, S. cerevisiae, multiplex flow cytometry, MLPCN | AID 2025, 2009 | percent response vs DMSO, % at 10 µM | hit rate 0.3% among 330,000 | S. cerevisiae RPL19A-GFP strain, 3 h; active compounds read low;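 active = percent response vs DMSO below 50%; inconclusive = fewer than 70 events counted for the yeast strain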;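 also: median channel GFP fluorescence of the barcoded RPL19A-GFP strain; ratio of sample median GFP to plate DMSO average so 100% = DMSO; lower means less RPL19A-GFP as with rapamycin TOR inhibition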
# CIT2 TOR yeast: modulators of CIT2-GFP expression in yeast, primary screen, S. cerevisiae, GFP fusion, multiplex flow cytometry, MLPCN library; S. cerevisiae CIT2-GFP strain, 3 h; 100 means same as DMSO wells; GFP response vs DMSO, % at 10 µM; hit rate 0.065% among 320,000; AID 2029, 2009;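 active = GFP response relative to DMSO above a set limit, near the screen mean plus 3 SD, cut at about 150% in these data; inconclusive = Fewer than 70 cells measured for a yeast strain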;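 also: ratio of well median GFP fluorescence to mean of DMSO wells on the plate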
# MEP2-GFP yeast: modulators of MEP2-GFP levels in yeast, primary screen, S. cerevisiae, multiplex flow cytometry, MLPCN library; S. cerevisiae MEP2-GFP strain, 3 h; 100% = DMSO control level; GFP response vs DMSO, % at 10 µM; hit rate 0.51% among 330,000; AID 2016, 2009;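 active = GFP response versus DMSO above a set limit, roughly screen mean plus 3 SD, cut at about 180% in these data; inconclusive = fewer than 70 cells counted for a yeast strain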;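 also: median GFP fluorescence of the barcode-gated MEP2-GFP cells per well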
# AGP1-GFP MLPCN: modulators of AGP1-GFP expression in yeast TOR pathway, primary screen, cell-based, multiplex flow cytometry, S. cerevisiae, MLPCN library; 3 h; GFP as percent of DMSO wells; GFP response vs DMSO, % at 10 µM; hit rate 0.02% among 320,000; AID 2066, 2009;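 active = GFP response relative to DMSO above a set limit, near screen average plus 3 SD, cut at about 150% in these data; inconclusive = fewer than 70 cells counted for the yeast strain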;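 also: median GFP channel fluorescence of the gated AGP1 strain per well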
# Efflux pump inh: inhibitors of Candida efflux pumps in yeast, primary screen, S. cerevisiae, Nile Red, multiplex; S. cerevisiae Candida pump triplex; inhibition, % at 10 µM; hit rate 0.44% among 330,000;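 active = plate passing quality check with inhibition over a set limit, or well fluorescence over plate mean plus 4 SD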;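 also: Nile Red retained in pooled yeast measured as flow cytometry median fluorescence; 0% = buffer negative control and 100% = Enniatin B positive control; higher means more Nile Red kept so more efflux inhibition; some compounds called inactive have numbers as strong as hits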
# * = called active by the depositor; u = inconclusive; x = not tested or not shown; & = joins results of further samples; [ ] = dose if it differs, or a comment.
# Values run as follows: LAP4-GFP MLPCN	AGP1-GFP MLPCN	CIT2 TOR yeast	AHR activator	RPL19A-GFP yeast	MEP2-GFP yeast	Efflux pump inh	Yeast superoxide
> CCCCCC(=O)Nc1cccc(C2=NOC3(C2)C[C@@H](C(N)=O)N(C(=O)Cc2ccc([N+](=O)[O-])cc2)C3)c1 (stereo partly drawn)
→ 94	99	98	0	97	101	-0.3	92
> COc1ccc(S(=O)(=O)n2ccc(C(C)Oc3ccc(-c4ccccc4)c(F)c3)n2)cc1 (stereo not drawn)
→ 89	96	87	-3	92	90	-0.2	91
> O=C(OCc1cccc(C(F)(F)F)c1)c1ccc[nH]c1=O
→ 98	100	100	1	103	104	0.0	88
> COc1cccc2cc(C(=O)NCc3ccc(Cl)cc3)c(=N)oc12
→ 92	91	93	0	94	96	0.1	112
> COc1ccc(C2CC(c3ccccc3)Nc3nc(NS(C)(=O)=O)nn32)cc1 (stereo not drawn)
→ 106	103	103	-3	97	99	-0.1	70
> Cc1nn(-c2ccccc2)c(N)c1C1(O)C(=O)N(C)c2ccccc21 (stereo not drawn)
→ 100	101	103	5	103	112	0.1	104
> Cc1ccc(NC(=O)COC(=O)Cn2cnc3c2c(=O)n(C)c(=O)n3C)c(Cl)c1
→ 98	96	92	0	95	87	0.0	103
> CCOc1ccc(NC(=O)c2cc(F)c(F)cc2Cl)cc1OCC
→ 99	88	89	22	91	92	0.4	107
> COCCN(Cc1cn[nH]c1-c1ccc2cc(OC)ccc2c1)C(C)C
→ 96	86	101	x	93	113	0.1	97
> O=C(C1=C[C@@H](c2ccc(C(F)(F)F)cc2)C[C@@H](OCCCCO)O1)N1CCN(Cc2ccc3c(c2)OCO3)CC1
→ 106	85	94	4	97	90	0.7	109
> COc1ccc(CC2(CO)CCN(S(=O)(=O)c3c(C)nn(C)c3Cl)CC2)cc1
→ 90	96	98	2	94	91	0.0	87
> Cc1cc(S(=O)(=O)Nc2cccnc2)c(Cl)cc1Cl
→ 107	100	96	0	98	113	0.0	98
> O=C(NC1CCCCC1)C(=S)N1CCCC1
→ 94	99	100	1	96	88	0.0	112
> O=C(Nc1ccc(S(=O)(=O)N2CCCC2)cc1)c1ccc(CN2CCOCC2)cc1
→ 105[may fluoresce violet]	19[may fluoresce violet]	u	-2	58[may fluoresce violet]	483*[may fluoresce violet]	-0.1	96
> Fc1ccc(NC(=S)Nc2cccc3ccccc23)cc1
→ 99	96	98	50*	106	109	0.0	97
> Cc1nnc(Sc2c(-c3ccccc3)c3ccc(Cl)cc3[nH]c2=O)s1
→ 96	100	98	0	96	98	0.6	107
> COc1ccc(/C=N/NC(=O)C(=O)N2CCCCCC2)cc1O
→ 98	98	98	0	97	95	0.0	90
> Cc1ccsc1/C=N/n1cnc2sc(C)c(C)c2c1=O
→ 99	95	90	12	103	101	0.0	95
> O=C(Nc1nc2ccccc2n1Cc1ccccc1)c1ccc(COc2ccccc2[N+](=O)[O-])o1
→ 105	102	100	6	99	103	0.2	104
> O=C(c1ccc(OC2CCN(Cc3ccccc3O)CC2)cc1)N1CCCCC1
→ 100	102	103	4	105	103	0.0	111

# Looked up by structure from the list above, 6 records:
# Values run as follows: LAP4-GFP MLPCN	AGP1-GFP MLPCN	CIT2 TOR yeast	AHR activator	RPL19A-GFP yeast	MEP2-GFP yeast	Efflux pump inh	Yeast superoxide
> Cc1cc(S(=O)(=O)Nc2cccnc2)c(Cl)cc1Cl
→ 107	100	96	0	98	113	0.0	98
> Cc1ccsc1/C=N/n1cnc2sc(C)c(C)c2c1=O
→ 99	95	90	12	103	101	0.0	95
> O=C(NC1CCCCC1)C(=S)N1CCCC1
→ 94	99	100	1	96	88	0.0	112
> COc1ccc(/C=N/NC(=O)C(=O)N2CCCCCC2)cc1O
→ 98	98	98	0	97	95	0.0	90
> O=C(c1ccc(OC2CCN(Cc3ccccc3O)CC2)cc1)N1CCCCC1
→ 100	102	103	4	105	103	0.0	111
> Fc1ccc(NC(=S)Nc2cccc3ccccc23)cc1
→ 99	96	98	50*	106	109	0.0	97

# (list continues)
# Values run as follows: LAP4-GFP MLPCN	AGP1-GFP MLPCN	CIT2 TOR yeast	AHR activator	RPL19A-GFP yeast	MEP2-GFP yeast	Efflux pump inh	Yeast superoxide
> Cc1ccc(OCc2nc(C#N)c(N3CCCCC3)o2)cc1
→ 108	91	89	11	98	103	0.0	91
> CC(C)(C)c1cnnn1-c1ccc(NC(=O)c2ccc(Br)o2)cc1
→ 105	106	103	3	99	106	0.3	94
> O=C(Oc1c(CN2CCOCC2)cc(Cl)c2cccnc12)c1ccccc1Cl
→ 104	102	97	9	96	93	0.0	91
> COc1ccc(N(CC(O)Cn2c3ccccc3c3ccccc32)S(=O)(=O)c2ccccc2)cc1 (stereo not drawn)
→ 100	52	118	55*	x	102	0.1	89
> Cc1ccc(NC(=O)C2CCN(S(=O)(=O)c3c(C)noc3C)CC2)cc1C
→ 99	95	88	1	91	96	-0.3	100
> CCC(C)C1NC(=S)N(C2CCCCC2)C1=O (stereo not drawn)
→ 103	94	98	-1	96	108	-0.1	70
> CCCCN(C(=O)CSc1nnc(-c2ccccc2)o1)c1c(N)n(CCC)c(=O)[nH]c1=O
→ 100	102	102	1	104	101	0.0	120
> O=C(COC(=O)c1ccc2ncsc2c1)Nc1ccc(OC(F)(F)F)cc1
→ 110	93	106	1	102	106	0.3	104
> O=C(O)c1ccc(N2C(=O)C3ON(c4ccccc4)C(c4ccccc4F)C3C2=O)cc1 (stereo not drawn)
→ 98	96	94	2	92	91	-0.2	92
> O=C(N/N=C/c1ccc(O)cc1)c1cncc(Br)c1
→ 92	106	111	19	106	103	0.2	97
> COc1ccccc1OCCCCN1CCC(C)CC1
→ 93	91	99	-1	102	99	-0.1	96
> COc1cc(O)oc1C=Nc1ccc(C(F)(F)F)cc1
→ 105	100	94	54*	99	106	0.0	104
> COc1ccccc1OCC(=O)O
→ 97&104	98&106	99&108	-1&-1	97&106	101&104	0.1&0.0	90&103
> COc1ccccc1NC(=O)N1CCN(c2ncccn2)CC1
→ 93	94	94	-4	92	94	0.1	107
> CCCC[C@@H]1CNC(=S)N1CC1CCCCC1
→ 110	101	89	-2	103	109	0.1	104
> CCC(C)Oc1ccccc1C1CC(=O)NC2=C1C(=O)CCC2 (stereo not drawn)
→ 93	100	101	-2	100	100	0.0	78
> O=C(COC(=O)Cc1ccccc1F)NNC(=O)c1ccc([N+](=O)[O-])cc1
→ 97	100	95	-2	94	88	0.1	135
> Cc1cccnc1Nc1nc(-c2ccc(O)c(O)c2)cs1
→ 103	109	96	3	100	110	-0.2	83
> COc1ccc(-c2csc(C)n2)cc1Br
→ 115	103	84	8	99	98	0.1	114
> Cc1ccc2[nH]cc(C(=O)CN3CCC4(CC3)OCCO4)c2c1
→ 93	99	89	14	97	100	0.0	73
> CCOC(=O)CNC(=O)/C=C/c1c(Cl)cccc1Cl
→ 86	96	79	-4	94	78	-1.2	87
> O=C(Nc1ncccn1)c1ccc([N+](=O)[O-])cc1
→ 88	99	108	2	107	101	0.0	111
> OCCN(Cc1ccccc1)C(=S)Nc1ccc(Cl)cc1Cl
→ 121	96	99	5	95	95	0.1	121
> CCCN1C=CC(=C2C(=O)c3ccccc3C2=O)C=C1
→ 82	107	88	-19	100	92	0.1	103
> CCN(C[C@H]1N[C@@](C)(C(=O)OC)[C@H]2C(=O)N(Cc3ccccc3)C(=O)[C@@H]12)C(=O)Nc1ccc(C)cc1
→ 96	104	106	0	102	103	-0.1	105
> Cc1onc(C(=O)NCc2ccc(F)cc2)c1[N+](=O)[O-]
→ 102	98	114	-3	110	111	-0.1	104
> O/N=C/c1ccc(OCc2ccccc2)c(Br)c1
→ 111	87	72	-4	92	87	0.0	95
> COc1cc(C(=O)NNC(=O)/C=C/c2ccco2)cc(OC)c1OC
→ 98	98	103	3	99	101	-0.2	108
> Cc1cc(=O)[nH]c2c1c(C)nn2C1CCCCC1
→ 106	105	102	-4	99	105	0.0	87
> Cn1nc(-c2ccccc2)cc1NC(=O)Nc1ccc(C(C)(C)C)cc1
→ 116	107	101	3	96	97	-0.1	93
> O=C(NCc1ccco1)c1ccc(NS(=O)(=O)c2cccc(F)c2)cc1
→ 86	92	88	3	103	90	-0.5	105
> Cc1ccc2nc(-c3ccc(NC(=S)NC4CC(C)(C)NC(C)(C)C4)cc3)sc2c1
→ 83	14	71	9	55	129	0.1	87
> Cc1c(Cl)cccc1NC(=O)CSc1ncnc2c1cnn2CCO
→ 72	92	88	x	115	105	0.1	83
> CCOC(=O)c1oc2ccccc2c1NC(=O)c1cccc(OC)c1
→ 86	98	96	-3	102	91	-0.1	88
> Cc1[nH]c2ccc(-c3nnc(SCC(=O)c4ccc(F)cc4)o3)cc2c1C
→ 95	97	93	7	95	98	0.2	125
> CC1=NN(c2ccccc2)C(=O)/C1=C/c1cc(C)n(C2CC2)c1C
→ 102	89	86	7	93	97	0.3	114
> CN1CC2(Cc3c1ccc1ccccc31)C(=O)OC(C)(C)OC2=O
→ 100	95	94	33	96	94	0.0	101
> Cc1ccc(SCc2ccc(C(=O)Nc3cc([N+](=O)[O-])ccc3C)cc2)cc1
→ 99	95	92	-1	97	102	0.0	101
> Cc1c(Cl)c(C(=O)N2CCCCCC2)nn1C
→ 104	102	103	-1	97	99	0.0	95
> O=C(c1cccs1)N1CCN(Cc2ccccn2)CC1
→ 96	105	99	0	99	98	0.1	104
> CCN(CC)S(=O)(=O)c1cccc(C(=O)OCC(=O)Nc2ccc3c(c2)c2ccccc2n3CC)c1
→ 93	99	96	83*	93	90	-1.8	92
> Cc1cc(Cl)ccc1NC(=O)C1CCN(S(C)(=O)=O)CC1
→ 102	101	99	-3	99	100	-0.2	103
> Cc1ccc(S(=O)(=O)N2CCN(C(=O)CCc3c[nH]c4ccccc34)CC2)cc1
→ 101	102	99	11	103	103	-0.1	91
> C=CCOc1ccccc1CNCc1ccc(F)cc1
→ 105	101	95	1	96	113	0.0	95
> CCCCNc1ccc2oc(-c3ccc(OC)cc3)c(-c3ccc(OC)c(F)c3)c2c1
→ 99	98	96	15	95	91	-0.3	81
> Cc1ccc2c(C)c(C(=O)NCc3ccc(S(N)(=O)=O)cc3)oc2c1
→ 100	103	105	11	97	98	-0.1	96
> CC(C)c1ccc(OCC(O)Cn2cnc3ccccc32)cc1 (stereo not drawn)
→ 98	102	102	5	97	100	0.0	91
> CCOC(=O)N1CCN(CC(=O)Nc2ccccc2C(=O)Nc2ccccc2)CC1
→ 96	97	92	-2	95	96	0.1	99
> COc1ccc2[nH]c(=O)c(CN(CCc3ccccc3)Cc3nnnn3CC3CCCO3)cc2c1 (stereo not drawn)
→ 94	96	91	10	99	103	0.2	93
> O=c1oc2ccccc2c(O)c1Cc1cc(Cl)c2cccnc2c1O
→ 112	88	80	1	92	88	-0.1	145
> O=C(CCCN1C(=O)CCC1=O)Nc1ccc(Br)cc1F
→ 96	101	104	1	96	93	-0.2	86
> Cc1ccc(S(=O)(=O)NCC(=O)OCCOc2cccc(Cl)c2)cc1
→ 96	94	85	0	98	96	0.0	93
> COc1ccc(C(=O)Nc2cc(OC)cc(OC)c2)cc1
→ 101	85	96	57*	93	91	0.0	99
